Bioassay records as filed in PubChem BioAssay.
SRC2 inh: inhibition of GAL4-SRC2 driven luciferase reporter, primary screen, SRC2 inhibitor project, cell-based, luminescence | AID 651957, 2012 | inhibition, % at 9 µM | 0.17% of 370,000 active | HEK293 GAL4-SRC2 luciferase reporter | Nuclear receptor coactivator 2 (Homo sapiens), Q15596;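 active means inhibition above the mean inhibition of all tested compounds plus 3 SD, set per campaign, cut at about 52% in these data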;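 further: 0% = DMSO treated cells and 100% = cells given Gossypol at 36 µM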
SRC3 inh: SRC3 coactivator transcriptional activity inhibitors, primary screen, cell-based, luminescence; HEK293 GAL4-SRC3 luciferase reporter; Nuclear receptor coactivator 3 (Homo sapiens), Q9Y6Q9; AID 588352, 2011; 0.17% of 360,000 active; inhibition, % at 3.6 µM;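 active means inhibition above a per-campaign cutoff, the mean of all compounds plus 3 SD, cut at about 60% in these data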;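 further: 0% = DMSO-treated cells and 100% = gossypol-treated cells at 36 µM; higher means less SRC3-driven luciferase light from the GAL4 reporter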
C8 TRAIL sens: viability loss with TRAIL in NB7+C8 cells, primary screen, TRAIL sensitizer project, cell-based, ATPlite luminescence; inhibition (viability loss, TRAIL sensitization), % at 10 µM; 1% of 360,000 active;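 active means compounds causing at least 50% loss of cell viability in the single-dose screen, relative to plate controls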
TWEAK Fn14 block: inhibitors of TWEAK-Fn14 signaling, primary screen, luciferase reporter cells, uHTS; TWEAK-stimulated Fn14 reporter cells, luciferase luminescence, 8 h; inhibition, % at 10 µM; 2% of 360,000 active; in the data active means inhibition above about 50%
TROY NFkB inh: inhibitors of TROY-driven NF-kB signaling, primary screen, Q293 LMP1-TROYcd cells, NF-kB luciferase, uHTS. Q293 LMP1-TROYcd NF-kB luciferase reporter, 4 h. inhibition, % at 10 µM. 0.98% of 360,000 active;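 active means compounds whose plate-normalised and pattern-corrected inhibition of the luciferase reporter signal at the single screening dose is 50% or more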
COUP-TFII inh: NR2F2 transcriptional activity inhibitors, primary screen, cell-based, luciferase reporter, HEK293T, luminescence. COUP transcription factor 2 (Homo sapiens), P24468. HEK293T NGFI-A luciferase reporter. inhibition, % at 8.6 µM. AID 686940, 2013. 0.7% of 370,000 active;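 active means inhibition above a per-plate cutoff, mean inhibition of test wells between control levels plus 3 SD, cut at about 38% in these data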;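 further: cells cotransfected with COUP-TFII expression vector driving the NGFI-A reporter; 0% = median of COUP-TF2 test wells and 100% = reporter-only cells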
LRH-1 inv ag: LRH-1 (NR5A2) inverse agonists, primary screen, cell-based, luminescence, HEK293T, StAR-luciferase reporter | Nuclear receptor subfamily 5 group A member 2 (Homo sapiens), O00482 | LRH-1 transfected, 24 h | inhibition, % at 3.6 µM | 0.13% of 360,000 active | AID 602396, 2012;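 active means inhibition above the mean inhibition of all tested compounds plus 3 SD, cut at about 73% in these data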;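 further: 0% = DMSO wells and 100% = reporter-only cells lacking LRH-1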
SRC1 inh: SRC1 coactivator transcriptional activity inhibitors, primary screen, cell-based, luminescence. HEK293 GAL4-SRC1 luciferase reporter. inhibition, % at 3.6 µM. 0.12% of 360,000 active. AID 588354, 2011;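 active means inhibition above the campaign mean plus 3 SD, with each screening campaign given its own cutoff, cut at about 60% in these data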;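 further: 0% = DMSO treated cells and 100% = gossypol at 36 µM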
TLR9-MyD88 inh: inhibitors of TLR9-MyD88 association in cells, primary screen, cell-based, CHO, BLA complementation, fluorescence; CCF4 FRET ratio; inhibition, % at 4.98 µM; Toll-like receptor 9 (Homo sapiens) + Myeloid differentiation primary response protein …; 0.21% of 340,000 active;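 active means inhibition above the mean over all tested compounds plus 3 SD, cut at about 21% in these data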;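 further: 0% = DMSO only wells and 100% = clavulanate BLA inhibitor control wells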
NOD2-RIPK2 inh: NOD2-RIPK2 binding disruptors in cells, primary screen, fluorescence, CHO cells, BLA complementation; inhibition, % at 4.98 µM; 0.38% of 360,000 active; CCF4 ratio; AID 624267, 2012; Receptor-interacting serine/threonine-protein kinase 2 (Homo sapiens), O43353; in the data active means inhibition above about 21%;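 further: 0% = vehicle only and 100% = reference blocker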
EBV LMP1 NFkB: EBV LMP1-driven NF-kappaB luciferase reporter inhibitors, primary screen, cell-based, luminescence, single point; 0.69% of 350,000 active; LMP1-induced NF-kappaB luciferase reporter cells; inhibition, % at 12.5 µM; in the data active means inhibition above about 41%;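 further: 0% = neutral control wells and 100% = reference inhibitor control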
Starred values were filed as active, the others as inactive. A portion of the library; rates above refer to the full screens.

`Cc1ccccc1S(=O)(=O)N1CCN(c2ccc3c(c2)C2CC3CCN2C(=O)OCc2ccccc2)CC1` (stereo not drawn) gave SRC2 inh -9, SRC3 inh -20, C8 TRAIL sens 5, TWEAK Fn14 block -14, TROY NFkB inh -12, COUP-TFII inh -13, LRH-1 inv ag 4, SRC1 inh 2 and NOD2-RIPK2 inh -3.
Screening Cc1c(NC(=O)Nc2ccc(Cl)cc2Cl)c(=O)n(-c2ccccc2)n1C returned SRC2 inh -4, SRC3 inh 9, C8 TRAIL sens -2, TWEAK Fn14 block 10, TROY NFkB inh 6, COUP-TFII inh 0, LRH-1 inv ag 22, SRC1 inh -19, TLR9-MyD88 inh -8, NOD2-RIPK2 inh 2 and EBV LMP1 NFkB 10.
`CCOC(=O)C1CCCN(C(=S)NC2CCCC2)C1` (stereo not drawn) gave SRC2 inh 7, SRC3 inh -5, C8 TRAIL sens 4, TWEAK Fn14 block -15, TROY NFkB inh -12, COUP-TFII inh -2, LRH-1 inv ag 6, SRC1 inh 7, TLR9-MyD88 inh 4, NOD2-RIPK2 inh 1 and EBV LMP1 NFkB 0.
For CCc1cc2c(=O)n(Cc3ccco3)c(SCc3c(C)noc3C)nc2s1 the results were SRC2 inh 11, SRC3 inh -15, C8 TRAIL sens 25, TWEAK Fn14 block 14, TROY NFkB inh 9, COUP-TFII inh -16, LRH-1 inv ag 24, SRC1 inh -13, TLR9-MyD88 inh 2, NOD2-RIPK2 inh -3 and EBV LMP1 NFkB 3.
`CN(Cc1ccon1)Cc1cn[nH]c1-c1ccc(-c2ccccc2)cc1` gave SRC2 inh -24, SRC3 inh -16, C8 TRAIL sens -10, TWEAK Fn14 block -16, TROY NFkB inh -36, COUP-TFII inh -23, LRH-1 inv ag -7, SRC1 inh -11, TLR9-MyD88 inh -4, NOD2-RIPK2 inh -5 and EBV LMP1 NFkB -9.
CCOc1ccc(CC(=O)N2CCN=C2SCc2ccc([N+](=O)[O-])cc2)cc1 was read as SRC2 inh 5, SRC3 inh 1, C8 TRAIL sens -17, TWEAK Fn14 block 12, TROY NFkB inh 22, COUP-TFII inh 26, LRH-1 inv ag -5, SRC1 inh 0, TLR9-MyD88 inh -8, NOD2-RIPK2 inh 4 and EBV LMP1 NFkB 0.
`COc1ccc(N(CC(=O)NCCc2ccccc2)C(=O)CCC(=O)Nc2nccs2)cc1` gave SRC2 inh -27, SRC3 inh 6, C8 TRAIL sens 3, TWEAK Fn14 block -7, TROY NFkB inh -7, COUP-TFII inh 15, LRH-1 inv ag 7, SRC1 inh 13, TLR9-MyD88 inh -2, NOD2-RIPK2 inh -1 and EBV LMP1 NFkB -5.
`Cc1ccc(OCC(=O)Nc2ccc(N3CCN(C(=O)c4ccco4)CC3)cc2)cc1` gave SRC2 inh -10, SRC3 inh 7, C8 TRAIL sens 6, TWEAK Fn14 block -1, TROY NFkB inh 1, COUP-TFII inh -16, LRH-1 inv ag 3, SRC1 inh 0, TLR9-MyD88 inh -18, NOD2-RIPK2 inh -5 and EBV LMP1 NFkB 6.
Screening C[C@H](CO)N1C[C@H](C)[C@@H](CN(C)Cc2ccc(Cl)c(Cl)c2)Oc2c(NC(=O)C3CC3)cccc2C1=O returned SRC2 inh 5, SRC3 inh 29, C8 TRAIL sens 3, TWEAK Fn14 block 8, TROY NFkB inh -8, COUP-TFII inh 18, LRH-1 inv ag 15, SRC1 inh 11, TLR9-MyD88 inh -5, NOD2-RIPK2 inh 5 and EBV LMP1 NFkB 1.
`COc1ccc(CC(=O)NC(c2ccccc2)c2ccccc2)cc1S(=O)(=O)N1CCOCC1` gave SRC2 inh 4, SRC3 inh 5, C8 TRAIL sens 2, TWEAK Fn14 block 12, TROY NFkB inh 8, COUP-TFII inh -19, LRH-1 inv ag 7, SRC1 inh -4, TLR9-MyD88 inh 2, NOD2-RIPK2 inh 1 and EBV LMP1 NFkB 2.
For CCOCCCNCc1cc(Br)ccc1OCC the results were SRC2 inh -24, SRC3 inh 7, C8 TRAIL sens -9, TWEAK Fn14 block 3, TROY NFkB inh 5, COUP-TFII inh -13, LRH-1 inv ag -5, SRC1 inh -6, TLR9-MyD88 inh -7, NOD2-RIPK2 inh 1 and EBV LMP1 NFkB 8.
Screening O=C(N1CCN(c2ncccn2)CC1)C12CC3CC(CC(C3)C1)C2 returned SRC2 inh -3, SRC3 inh 10, C8 TRAIL sens -3, TWEAK Fn14 block 1, TROY NFkB inh -13, COUP-TFII inh 12, LRH-1 inv ag -9, SRC1 inh 0, TLR9-MyD88 inh 0, NOD2-RIPK2 inh -6 and EBV LMP1 NFkB -1.
O=C(CSc1nc2ccccc2[nH]1)c1ccccc1F was read as SRC2 inh -35, SRC3 inh -96, C8 TRAIL sens 0, TWEAK Fn14 block -25, TROY NFkB inh -45, COUP-TFII inh -53, LRH-1 inv ag -164, SRC1 inh -95, TLR9-MyD88 inh -3, NOD2-RIPK2 inh -2 and EBV LMP1 NFkB 5.
`COC(=O)CCN1CCC2CC1c1cc(Cl)ccc12` (stereo not drawn) gave SRC2 inh 4, SRC3 inh -2, C8 TRAIL sens 7, TWEAK Fn14 block -3, TROY NFkB inh -1, COUP-TFII inh -10, LRH-1 inv ag -15, SRC1 inh -9, TLR9-MyD88 inh -4, NOD2-RIPK2 inh -3 and EBV LMP1 NFkB 4.
`COC(=O)c1cnc(SCc2ccc(Cl)cc2)n1C` gave SRC2 inh -38, SRC3 inh -16, C8 TRAIL sens -8, TWEAK Fn14 block 0, TROY NFkB inh -54, COUP-TFII inh -8, LRH-1 inv ag -46, SRC1 inh -73, TLR9-MyD88 inh -10, NOD2-RIPK2 inh -3 and EBV LMP1 NFkB -15.
CC(C)NC(=O)C1COc2ccccc2O1 (stereo not drawn) was read as SRC2 inh -12, SRC3 inh 30, C8 TRAIL sens -5, TWEAK Fn14 block 7, TROY NFkB inh -16, COUP-TFII inh 0, LRH-1 inv ag 19, SRC1 inh -6, TLR9-MyD88 inh -14, NOD2-RIPK2 inh 0 and EBV LMP1 NFkB 13.
CN1CCN(Cc2nc3ccccc3c(=O)n2Cc2nc(-c3ccccc3F)cs2)CC1 was read as SRC2 inh 10, SRC3 inh 9, C8 TRAIL sens -11, TWEAK Fn14 block 20, TROY NFkB inh 16, COUP-TFII inh 22, LRH-1 inv ag -10, SRC1 inh -25, TLR9-MyD88 inh -15, NOD2-RIPK2 inh 6 and EBV LMP1 NFkB 4.
For C=CCNC(=S)NNC(=O)COc1c(Cl)cc(Cl)cc1Cl the results were SRC2 inh -12, SRC3 inh 10, C8 TRAIL sens -8, TWEAK Fn14 block -15, TROY NFkB inh -14, COUP-TFII inh 7, LRH-1 inv ag 5, SRC1 inh 3, TLR9-MyD88 inh 4, NOD2-RIPK2 inh 4 and EBV LMP1 NFkB 2.
Cc1nc(SCC(=O)N2CCCCCC2)[nH]c(=O)c1C was read as SRC2 inh 2, SRC3 inh -30, C8 TRAIL sens -13, TWEAK Fn14 block 1, TROY NFkB inh -15, COUP-TFII inh 8, LRH-1 inv ag -7, SRC1 inh -15, TLR9-MyD88 inh 2, NOD2-RIPK2 inh -3 and EBV LMP1 NFkB -6.
`CCCCCc1nnc(N)s1` gave SRC2 inh -10, SRC3 inh 4, C8 TRAIL sens 4, TWEAK Fn14 block 10, TROY NFkB inh 8, COUP-TFII inh 2, LRH-1 inv ag 24, SRC1 inh 3, TLR9-MyD88 inh 5, NOD2-RIPK2 inh 1 and EBV LMP1 NFkB 1.
COc1cccc(C(=O)Nc2cc(C)nn2-c2ccccc2)c1OC was read as SRC2 inh 13, SRC3 inh 13, C8 TRAIL sens -2, TWEAK Fn14 block -1, TROY NFkB inh 14, COUP-TFII inh 5, LRH-1 inv ag 30, SRC1 inh 5, TLR9-MyD88 inh -4, NOD2-RIPK2 inh -10 and EBV LMP1 NFkB -2.
For CCOC(=O)C1=C(CNCCc2ccc(Cl)cc2)NC(=O)NC1c1cccc([N+](=O)[O-])c1 (stereo not drawn) the results were SRC2 inh 10, SRC3 inh 9, C8 TRAIL sens -4, TWEAK Fn14 block 19, TROY NFkB inh -3, COUP-TFII inh 8, LRH-1 inv ag 8, SRC1 inh 9, TLR9-MyD88 inh 1, NOD2-RIPK2 inh -10 and EBV LMP1 NFkB -1.
`COC(=O)CNC(=O)COC(=O)/C=C/c1ccc2ccccc2n1` gave SRC2 inh 20, SRC3 inh -17, C8 TRAIL sens -5, TWEAK Fn14 block 8, TROY NFkB inh -48, COUP-TFII inh 6, LRH-1 inv ag 2, SRC1 inh -27, TLR9-MyD88 inh 4, NOD2-RIPK2 inh 2 and EBV LMP1 NFkB -25.
Screening CCCCC(c1nnnn1CC1CCCO1)N1CCN(c2cccc(C)c2C)CC1 (stereo not drawn) returned SRC2 inh 16, SRC3 inh 13, C8 TRAIL sens 4, TWEAK Fn14 block -1, TROY NFkB inh 14, COUP-TFII inh 3, LRH-1 inv ag -41, SRC1 inh 1, TLR9-MyD88 inh -4, NOD2-RIPK2 inh 4 and EBV LMP1 NFkB 13.
Screening COC(=O)CN1C(=O)COc2ccc(S(=O)(=O)NCc3ccc(Cl)cc3)cc21 returned SRC2 inh -18, SRC3 inh 15, C8 TRAIL sens 12, TWEAK Fn14 block 4, TROY NFkB inh 1, COUP-TFII inh 4, LRH-1 inv ag 9, SRC1 inh -29, TLR9-MyD88 inh 0, NOD2-RIPK2 inh 1 and EBV LMP1 NFkB 0.
For CCN1CCN(CC(=O)Nc2cc(S(=O)(=O)N3CCCCC3)ccc2Cl)CC1 the results were SRC2 inh -2, SRC3 inh -3, C8 TRAIL sens -12, TWEAK Fn14 block 5, TROY NFkB inh 5, COUP-TFII inh 13, LRH-1 inv ag -16, SRC1 inh 7, TLR9-MyD88 inh -7, NOD2-RIPK2 inh -21 and EBV LMP1 NFkB 0.
`CC(=O)c1nnn(-c2ccc([N+](=O)[O-])cc2)c1C` gave SRC2 inh -8, SRC3 inh -4, C8 TRAIL sens 0, TWEAK Fn14 block 13, TROY NFkB inh 2, COUP-TFII inh -5, LRH-1 inv ag 9, SRC1 inh -4, TLR9-MyD88 inh 1, NOD2-RIPK2 inh -15 and EBV LMP1 NFkB -20.
